Compound activity (PubChem BioAssay)
Yfh1-off respiration – enhancers of respiration in Yfh1-depleted yeast, dose response, Friedreich's ataxia, plus single-dose screen (AID 1465); S. cerevisiae Yfh1-off respiration, WST-1 reduction, 72 h; higher fold induction means a stronger effect; one-dose fold induction at 50 µM; EC50 in µM for titrated hits; 0.074% of 220,000 active;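 active means fold induction of absorbance versus untreated yeast above a set limit, then at least 30% activation at any dose in follow-up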;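 further: activators that raise dye reduction in frataxin-depleted yeast; strong numbers were not always called active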
b-catenin transl – modulators of beta-catenin nuclear translocation, primary screen, imaging, HeLa cells, immunofluorescence, high-content | nuclear translocation activity, % at 5 µM | 0.3% of 190,000 active;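 active means nuclear translocation activity above 50% at 5 µM, with a well cell count of 50 or more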;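 further: per-cell ratio of nuclear to cytoplasmic median beta-catenin stain intensity; plate controls were DMSO negative control for no effect and GSK-3 inhibitor IX positive control for full effect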
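Assay system: human HeLa cells, native beta-catenin; doses: 5 µM primary, 0.02–20 µM confirmation; incubation: compound treatment 24 h, 37°C, 5% CO2; technique: fluorescence imaging of beta-catenin antibody stain plus DAPI; measure: % activation, nuclear-to-cytoplasmic median beta-catenin signal ratio per cell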
M1AAP inhibition – P. falciparum M1AAP inhibitors, biochemical, fluorogenic H-Leu-NHMec substrate, 1536-well (AID 1445); 0.42% of 220,000 active; inhibition, % at 30 µM; hits with a dose series show IC50 in µM; recombinant M1AAP, H-Leu-NHMec fluorogenic kinetic assay; higher % means a stronger effect; Aminopeptidase N (Plasmodium falciparum (isolate 3D7));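 active means primary inhibition above the hit cutoff, then over 50% inhibition at one or more dose response concentrations, cut at about 23% in these data, passing the limit was not always enough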;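 further: plate controls were DMSO full reaction for no effect and no enzyme background for full effect; strong numbers were not always called active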
WT yeast gro inh – growth inhibition of WT strain, primary screen, mitochondrial fusion inhibitor project, WT and mutant strains, chemical genetic | mitochondrial fusion phenotypic screen | inhibition, % at 10 µM | 2.1% of 190,000 active | AID 1362, 2008; in the data active means inhibition above about 58%; tested in S. cerevisiae
Dynein transport – inhibitors of GR-EGFP nuclear translocation, primary screen, dynein cargo transport inhibitor project, imaging, high-content, 3617.4 mouse cells; test concentration mostly 20 µM; stimulated with dexamethasone, 1 µM; hits give low values; z-score, hits read low; 0.47% of 220,000 active;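 active means plate z-score of nuclear minus cytoplasmic receptor signal below a set negative limit, without overly bright fluorescence or cell loss, cut at about -3.5 in these data, passing the limit was not always enough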;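 further: z-score of nuclear minus cytoplasmic ring GR-EGFP intensity difference per well; some compounds called inactive have numbers as strong as hits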
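Schedule: 48 h induction, then 1 h compound, then 30 min agonist, 37 °C. Buffer or medium: tetracycline-free induction medium containing charcoal-stripped FBS. Reagent: 1.0 µM final dexamethasone stimulus. Evaluation: nuclear versus cytoplasmic GR-EGFP signal, averaged per well. Signal: high-content fluorescence imaging after fixation.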
Autophagy HCS – autophagy modulators in MEF cells, primary screen, imaging, high-content, MEF GFP-LC3 | MEF GFP-LC3 puncta imaging; test concentration mostly 10 µM | calls only at 10 µM (by protocol) | 0.98% of 190,000 active | AID 463193, 2010;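 active means percentage of spot-positive cells more than 3 SD above its plate mean, without a fluorescence outlier flag or 80% toxicity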;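 further: spot-positive cell cutoff set from DMSO-treated cells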
P. falciparum M17LAP – P. falciparum M17LAP inhibitors, primary screen, biochemical, fluorogenic H-Leu-NHMec substrate, 1536-well (AID 1619); Leucine aminopeptidase (Plasmodium falciparum (isolate 3D7)); recombinant M17LAP, H-Leu-NHMec fluorogenic kinetic assay; higher % means a stronger effect; inhibition, % at 30 µM; hits with a dose series show IC50 in µM; 0.38% of 220,000 active;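 active means compound inhibiting the enzyme by more than half at any dose during confirmatory dose-response retesting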;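 further: plate controls were full reaction with DMSO carrier for no effect and no enzyme background for full effect; strong numbers were not always called active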
MT stabilize HCS – microtubule stabilizers in HeLa cells, primary screen, imaging, high-content imaging. HeLa tubulin immunostaining HCS, 24 h; share of cells brighter than vehicle mean+2SD. % tubulin-high responders, % at 10 µM. 0.83% of 200,000 active. AID 2205, 2009;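 active means plate Z-score above 3 for both tubulin-high and condensed-nucleus cell shares, with cell loss under 80%, at 10 µM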;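 further: anti alpha tubulin signal scored within the nucleus-defined area of each cell; some results filed as inactive read as strong as hits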
T cell HTS – modulators of CD8 T cell-vesicle binding, primary screen, mouse 2C CD8+ T cells, flow cytometry; 2C CD8+ T cell-vesicle binding; hits give low values; calls only at 7 µM; 0.068% of 330,000 active;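 active means response, share of CD8 T cells binding vesicles, and their 90th percentile fluorescence all below set limits, cut at about 80% in these data, passing the limit was not always enough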
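Material: murine 2C transgenic CD8+ T lymphocytes / Also added: QL9-peptide-loaded Drosophila micro-vesicles bearing Ld, ICAM-1 and B7-1 / Schedule: binding step 1.5 h, 37 °C, antibody labelling 20 min, ice / Signal: flow cytometry, PE anti-B7-1 (FL2) versus Alexa647 anti-CD8 (FL8), PFA-fixed / Evaluation: percent CD8+ FL2 mean versus row control / Benchmarks: naked versus QL9-loaded vesicles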
WT yeast gro inh mutant strain – second read-out of WT yeast gro inh, no call of its own (marks repeat the call); inhibition, %; mitochondrial fusion phenotypic screen, mutant strain inhibition
Dynein transport cytoplasmic EGFP – further read-out of Dynein transport, marked with its call; z-score; measured here: cytoplasmic GR-EGFP intensity; hits give high values
Dynein transport nuclear GR-EGFP – also measured in Dynein transport; calls as there; z-score; measured here: nuclear GR-EGFP intensity;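 lower value marks the stronger effect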
Dynein transport cell count – also measured in Dynein transport; calls as there; z-score; measured here: cell count per field
b-catenin transl cell count 5 µM – recorded beside b-catenin transl, whose call it bears; cell count; measured here: cell count, cytotoxicity flag
T cell HTS vesicle-bound % – second read-out of T cell HTS, no call of its own (marks repeat the call); double positive events, %; measured here: CD8+ vesicle-bound cell fraction;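 binding gate set so that unloaded-vesicle control wells show 10% double positive cells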
MT stabilize HCS Hoechst-high % – further read-out of MT stabilize HCS, marked with its call; % Hoechst-high responders; measured here: nuclear condensation Hoechst responders;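 share of cells brighter than vehicle mean plus two SD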
MT stabilize HCS cytotoxicity % – second read-out of MT stabilize HCS, no call of its own (marks repeat the call); toxicity, %; measured here: cytotoxicity by cell density;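 0% = mean cell density of plate MIN control wells and 100% = no cells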
Autophagy HCS cell loss 18 h – second read-out of Autophagy HCS, no call of its own (marks repeat the call); toxicity, %; measured here: cell loss, nuclei count;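 cell loss after 18 h compound exposure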
* hit, by the source's call.

C=CCN1C(=O)/C(=C/c2ccc(O)cc2)S/C1=N/c1nccs1 was read as Yfh1-off respiration inactive, b-catenin transl 0.0, M1AAP inhibition 3%, WT yeast gro inh 23, Dynein transport -0.3, Autophagy HCS inactive, P. falciparum M17LAP -1%, MT stabilize HCS 2.1, T cell HTS inactive, WT yeast gro inh mutant strain -2, Dynein transport cytoplasmic EGFP -0.24, Dynein transport nuclear GR-EGFP -0.19, Dynein transport cell count -0.55, b-catenin transl cell count 5 µM 909, T cell HTS vesicle-bound % 11, MT stabilize HCS Hoechst-high % 3.3, MT stabilize HCS cytotoxicity % 6.6 and Autophagy HCS cell loss 18 h -8.
COc1ccc(NC(=O)c2cc(-c3ccc(OC)c(OC)c3)on2)cc1OC was read as M1AAP inhibition 5%, WT yeast gro inh 26, Dynein transport -0.72, Autophagy HCS inactive, P. falciparum M17LAP 6%, MT stabilize HCS 2.3, T cell HTS inactive, WT yeast gro inh mutant strain 13, Dynein transport cytoplasmic EGFP -0.2, Dynein transport nuclear GR-EGFP -0.23, Dynein transport cell count 1.1, T cell HTS vesicle-bound % 59, MT stabilize HCS Hoechst-high % 2.3, MT stabilize HCS cytotoxicity % 5.1 and Autophagy HCS cell loss 18 h 7.
For O=C(COC(=O)c1ccccc1Nc1ccccc1)NCc1ccco1 the results were Yfh1-off respiration inactive, M1AAP inhibition 5%, WT yeast gro inh 17, Dynein transport -0.17, Autophagy HCS inactive, P. falciparum M17LAP 13%, MT stabilize HCS 2.5, T cell HTS inactive, WT yeast gro inh mutant strain 20, Dynein transport cytoplasmic EGFP -0.2, Dynein transport nuclear GR-EGFP 0.3, Dynein transport cell count 0.025, T cell HTS vesicle-bound % 44, MT stabilize HCS Hoechst-high % 1.0, MT stabilize HCS cytotoxicity % 8.0 and Autophagy HCS cell loss 18 h -2.
Screening COc1ccc2cc(S(=O)(=O)c3ccccc3)c(=O)oc2c1 returned Yfh1-off respiration inactive, b-catenin transl -0.4, M1AAP inhibition 19%, Dynein transport 0.0091, P. falciparum M17LAP -62%, T cell HTS inactive, Dynein transport cytoplasmic EGFP -0.27, Dynein transport nuclear GR-EGFP 0.55, Dynein transport cell count 0.36, b-catenin transl cell count 5 µM 1313 and T cell HTS vesicle-bound % 10.
CC1(C)Cc2nc3n[nH]c(N)c3cc2CO1 was read as Yfh1-off respiration inactive, M1AAP inhibition 5%, WT yeast gro inh 1, Dynein transport 0.061, Autophagy HCS inactive, P. falciparum M17LAP 3%, MT stabilize HCS 0.9, WT yeast gro inh mutant strain 13, Dynein transport cytoplasmic EGFP -0.13, Dynein transport nuclear GR-EGFP -0.07, Dynein transport cell count 0.35, MT stabilize HCS Hoechst-high % 1.8, MT stabilize HCS cytotoxicity % 3.8 and Autophagy HCS cell loss 18 h -6.
`CC1CCCCN1Cc1nc2c(c(=O)n(C)c(=O)n2C)n1CCCc1ccccc1` (stereo unspecified) gave Yfh1-off respiration inactive, Dynein transport -0.48, Autophagy HCS inactive, MT stabilize HCS 2.2, T cell HTS inactive, Dynein transport cytoplasmic EGFP -0.21, Dynein transport nuclear GR-EGFP 0.41, Dynein transport cell count 0.88, T cell HTS vesicle-bound % 54, MT stabilize HCS Hoechst-high % 1.8, MT stabilize HCS cytotoxicity % 11 and Autophagy HCS cell loss 18 h 4.
Screening CCCOc1ccc(-c2nc(C#N)c(N3CCN(CC)CC3)o2)cc1 returned Yfh1-off respiration inactive, b-catenin transl -0.6, M1AAP inhibition 3%, WT yeast gro inh -8, Dynein transport 2.7, Autophagy HCS inactive, P. falciparum M17LAP 1%, MT stabilize HCS 4.9, T cell HTS inactive, WT yeast gro inh mutant strain -16, Dynein transport cytoplasmic EGFP -0.23, Dynein transport nuclear GR-EGFP 1, Dynein transport cell count -1, b-catenin transl cell count 5 µM 1156, T cell HTS vesicle-bound % 20, MT stabilize HCS Hoechst-high % 3.8, MT stabilize HCS cytotoxicity % 19 and Autophagy HCS cell loss 18 h 24.
Screening CC(C)CN1C(=O)NC(NS(=O)(=O)c2ccc(N)cc2)(C(F)(F)F)C1=O (stereo unspecified) returned Yfh1-off respiration inactive, b-catenin transl 4.0, M1AAP inhibition 1%, WT yeast gro inh -5, Dynein transport -0.59, Autophagy HCS inactive, P. falciparum M17LAP 0%, MT stabilize HCS 2.1, T cell HTS inactive, WT yeast gro inh mutant strain 15, Dynein transport cytoplasmic EGFP -0.18, Dynein transport nuclear GR-EGFP -0.015, Dynein transport cell count 0.29, b-catenin transl cell count 5 µM 513, T cell HTS vesicle-bound % 50, MT stabilize HCS Hoechst-high % 2.3, MT stabilize HCS cytotoxicity % 6.0 and Autophagy HCS cell loss 18 h 7.
COCCNC(=O)c1ccc(CN2CCOCC2)cc1 was read as Yfh1-off respiration inactive, b-catenin transl -0.5, M1AAP inhibition -7%, WT yeast gro inh 11, Dynein transport 0.38, Autophagy HCS inactive, P. falciparum M17LAP -7%, MT stabilize HCS 5.4, T cell HTS inactive, WT yeast gro inh mutant strain 11, Dynein transport cytoplasmic EGFP -0.2, Dynein transport nuclear GR-EGFP 0.13, Dynein transport cell count -0.89, b-catenin transl cell count 5 µM 1178, T cell HTS vesicle-bound % 57, MT stabilize HCS Hoechst-high % 1.7, MT stabilize HCS cytotoxicity % 3.3 and Autophagy HCS cell loss 18 h -9.
For Cc1cc(C)n(C(=O)CCN2C(=O)c3ccccc3C2=O)n1 the results were Yfh1-off respiration inactive, b-catenin transl -0.2, M1AAP inhibition 9%, WT yeast gro inh 1, Dynein transport -1.1, Autophagy HCS inactive, P. falciparum M17LAP -2%, MT stabilize HCS 3.4, T cell HTS inactive, WT yeast gro inh mutant strain -2, Dynein transport cytoplasmic EGFP -0.5, Dynein transport nuclear GR-EGFP -0.45, Dynein transport cell count 1.3, b-catenin transl cell count 5 µM 819, T cell HTS vesicle-bound % 34, MT stabilize HCS Hoechst-high % 2.8, MT stabilize HCS cytotoxicity % 10 and Autophagy HCS cell loss 18 h 2.
Screening O=C(O)c1ccc(CNCc2ccc(Cl)cc2Cl)cc1 returned Yfh1-off respiration inactive, b-catenin transl -3.8, M1AAP inhibition 6%, WT yeast gro inh 11, Dynein transport 0.61, Autophagy HCS inactive, P. falciparum M17LAP 5%, MT stabilize HCS 2.6, T cell HTS inactive, WT yeast gro inh mutant strain 9, Dynein transport cytoplasmic EGFP -0.23, Dynein transport nuclear GR-EGFP 0.53, Dynein transport cell count 0.27, b-catenin transl cell count 5 µM 1188, T cell HTS vesicle-bound % 28, MT stabilize HCS Hoechst-high % 1.4, MT stabilize HCS cytotoxicity % 4.8 and Autophagy HCS cell loss 18 h -9.
For N#C/C(=C/c1ccc(-c2ccccc2[N+](=O)[O-])o1)C(N)=O the results were Yfh1-off respiration inactive, b-catenin transl 22, M1AAP inhibition 10%, WT yeast gro inh 1, Dynein transport 0.41, Autophagy HCS inactive, P. falciparum M17LAP -6%, MT stabilize HCS 3.9, T cell HTS inactive, WT yeast gro inh mutant strain 0, Dynein transport cytoplasmic EGFP -0.27, Dynein transport nuclear GR-EGFP 0.22, Dynein transport cell count -0.79, b-catenin transl cell count 5 µM 774, T cell HTS vesicle-bound % 43, MT stabilize HCS Hoechst-high % 3.0, MT stabilize HCS cytotoxicity % 1.7 and Autophagy HCS cell loss 18 h 11.
`CC1(C)NC(=O)N(CCOc2cccc(Cl)c2Cl)C1=O` gave Yfh1-off respiration inactive, M1AAP inhibition 6%, WT yeast gro inh 21, Dynein transport 1.4, Autophagy HCS inactive, P. falciparum M17LAP -7%, MT stabilize HCS 3.7, T cell HTS inactive, WT yeast gro inh mutant strain 1, Dynein transport cytoplasmic EGFP -0.27, Dynein transport nuclear GR-EGFP 0.88, Dynein transport cell count -0.65, T cell HTS vesicle-bound % 39, MT stabilize HCS Hoechst-high % 2.5, MT stabilize HCS cytotoxicity % 6.9 and Autophagy HCS cell loss 18 h -1.
`Cc1nnc(NC(=O)CCCN2C(=O)c3ccccc3C2=O)s1` gave Yfh1-off respiration inactive, b-catenin transl -3.1, M1AAP inhibition -2%, WT yeast gro inh -6, Dynein transport 0.13, Autophagy HCS inactive, P. falciparum M17LAP -6%, MT stabilize HCS 2.8, T cell HTS inactive, WT yeast gro inh mutant strain -5, Dynein transport cytoplasmic EGFP -0.34, Dynein transport nuclear GR-EGFP 0.00054, Dynein transport cell count 0.22, b-catenin transl cell count 5 µM 1186, T cell HTS vesicle-bound % 24, MT stabilize HCS Hoechst-high % 1.3, MT stabilize HCS cytotoxicity % 9.8 and Autophagy HCS cell loss 18 h 0.
